# Screens (PubChem)
# D1 PAM: Potentiators of Human D1 Dopamine Receptor: qHTS; D(1A) dopamine receptor (Homo sapiens), P21728; actives 0.036% (n = 360,000); potentiation, % at 10 µM; HEK293 TREx D1 cells, calcium flux, dopamine EC20 potentiation; AID 504651, 2011; in the data active = potentiation above about 30%; note: 0% is about no effect
# Target sequence (P21728 whole entry, looked up): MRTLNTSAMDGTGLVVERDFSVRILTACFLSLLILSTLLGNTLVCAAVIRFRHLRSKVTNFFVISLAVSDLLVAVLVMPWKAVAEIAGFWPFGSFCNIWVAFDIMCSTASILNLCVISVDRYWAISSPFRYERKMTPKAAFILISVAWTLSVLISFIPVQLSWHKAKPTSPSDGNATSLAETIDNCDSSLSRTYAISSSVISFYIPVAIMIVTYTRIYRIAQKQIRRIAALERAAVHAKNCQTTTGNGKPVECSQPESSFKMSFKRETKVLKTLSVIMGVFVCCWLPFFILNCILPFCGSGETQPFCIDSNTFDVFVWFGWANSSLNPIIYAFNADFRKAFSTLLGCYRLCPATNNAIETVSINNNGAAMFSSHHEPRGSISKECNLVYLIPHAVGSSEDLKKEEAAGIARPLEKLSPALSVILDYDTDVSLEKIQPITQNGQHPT
# D2 antagonist: HTS Assay for Allosteric Antagonists of the Human D2 Dopamine Receptor: Primary Screen for Antagonists | D(2) dopamine receptor (Homo sapiens), P14416 | HEK293 TREx D2 cells, calcium flux, dopamine EC80 | inhibition, % at 10 µM | actives 2% (n = 340,000) | AID 485344, 2010; in the data active = inhibition above about 30%; note: 0% is about no effect
#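 Dopamine at EC80 is the agonist stimulus; test compounds precede it by 180 s. Calcium flux read kinetically in a force-coupled, inducible HEK293 T-REx D2 cell line.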
# D2 PAM: HTS Assay for Positive Allosteric Modulators of the Human D2 Dopamine Receptor: Primary Screen for Potentiators; D(2) dopamine receptor (Homo sapiens), P14416; AID 485347, 2010; HEK293 T-REx D2, calcium flux, EC20 dopamine potentiation; actives 0.34% (n = 340,000); potentiation, % at 10 µM;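 active = potentiation over 3 SD above the plate norm, cut at about 30% in these data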; note: 0% is about no effect
#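 Tetracycline-induced Hek293 Trex D2 cells, force-coupled to calcium, loaded with no-wash calcium dye. Compound added with 180 s kinetic read for agonism, then EC20 dopamine and a further 180 s read for potentiation.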
# D1 antag: Antagonist of Human D 1 Dopamine Receptor: qHTS | D(1A) dopamine receptor (Homo sapiens), P21728 | HEK293 TREx D1 cells, calcium flux, dopamine EC80; hits give low values | activity change, negative = inhibition, % at 10 µM | actives 3.2% (n = 360,000); in the data active = activity change below about -30%; note: % is set by controls: 0 for no effect and ±100 for the full control effect
#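 After overnight tetracycline induction at 30 C, force-coupled D1 HEK293 cells took up a no-wash calcium dye at room temperature. Compounds were added and monitored 180 s, and the response to EC80 dopamine was then recorded.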
# D2 ag: HTS Assay for Allosteric Agonists of the Human D2 Dopamine Receptor: Primary Screen for Agonists. HEK293 T-REx D2 cells, calcium flux agonist mode. activation, % at 2 µM. actives 0.53% (n = 340,000). AID 485358, 2010;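 active = activation over 3 SD above normal in the single-dose calcium agonist read, cut at about 30% in these data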; note: 0% is about no effect
#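 Agonism scored from kinetic calcium signal (1 read/sec, 180 s) following compound pin transfer, after a 10 s baseline. Cells: HEK293 Trex line expressing inducible D2 receptor coupled to calcium, dye-loaded after overnight culture at 30 C.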
# D1 agonist: Allosteric Agonists of the Human D1 Dopamine Receptor: qHTS; actives 1% (n = 360,000); HEK293 T-REx D1 cells, calcium flux, agonist mode; activation, % at 2 µM; D(1A) dopamine receptor (Homo sapiens), P21728; note: 0% is about no effect
#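 Agonism was scored from calcium flux recorded over 180 s (1 read/s) after pintool compound addition, following a 10-cycle baseline. Cells were inducible force-coupled HEK293 TREx D1, plated overnight at 30 C and loaded with no-wash calcium dye.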
# TRHR PAM: qHTS for Small Molecule Agonists and Allosteric Enhancers of Human TRH Receptor: Primary Screen for Enhancers. AID 493056, 2011. actives 0.66% (n = 360,000). enhancement, % at 2 µM. Thyrotropin-releasing hormone receptor (Homo sapiens), P34981. TRHR cells, fluo-8 calcium fluorescence, EC20 TRH enhancement; in the data active = enhancement above about 30%; note: 0% is about no effect
# Target sequence (P34981 whole entry, looked up): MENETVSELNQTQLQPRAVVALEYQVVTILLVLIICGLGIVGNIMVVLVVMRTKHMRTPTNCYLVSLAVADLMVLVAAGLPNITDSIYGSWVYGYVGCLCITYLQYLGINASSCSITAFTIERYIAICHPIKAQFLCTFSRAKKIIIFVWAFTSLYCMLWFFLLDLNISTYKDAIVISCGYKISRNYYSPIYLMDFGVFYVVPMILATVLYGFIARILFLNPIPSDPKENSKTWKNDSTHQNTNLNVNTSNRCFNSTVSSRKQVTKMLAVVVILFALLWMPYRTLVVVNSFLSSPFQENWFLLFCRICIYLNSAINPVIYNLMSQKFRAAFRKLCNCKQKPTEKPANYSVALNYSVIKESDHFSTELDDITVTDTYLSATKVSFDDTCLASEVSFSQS
#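 Enhancer read-out: after compound pinning and an initial kinetic agonist-mode read, an EC20 of TRH (10 nM final) was injected and fluo-8 calcium signal (Ex 480/Em 530) followed at 1 s/cycle for 100 cycles in TRHR-expressing cells.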
# TRHR agonist: qHTS for Small Molecule Agonists and Allosteric Enhancers of Human TRH Receptor: Primary Screen for Agonists. Thyrotropin-releasing hormone receptor (Homo sapiens), P34981. TRHR cells, calcium flux fluo-8, FDSS agonist mode. activation, % at 2 µM. actives 0.18% (n = 360,000). AID 493084, 2011; note: 0% is about no effect
#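 TRHR-expressing cells, plated overnight in medium with 10% serum, were loaded with fluo-8 calcium dye at room temperature. After a 10 s baseline, library compound was pin-added and calcium release was recorded kinetically (ex 480/em 530) as agonist response.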
# RXFP1 antagonist: qHTS Assay for Antagonists of the Relaxin Receptor RXFP1; Relaxin receptor 1 (Homo sapiens), Q9HBX9; HEK293-RXFP1, relaxin-stimulated cAMP HTRF, 30 min; hits give low values; activity change, negative = inhibition, % at 57.5 µM; actives 0.59% (n = 350,000);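 active = activity change of -60% or lower, but not beyond a set lower limit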; note: % is set by controls: 0 for no effect and ±100 for the full control effect
# * marks the source's active call; other numbers are inactive results; nt = no result given. Cut-off read from the data, not from the text of the source, unless noted: active = activation above about 30%; inactive = the rest.
# Order of values: D2 PAM, D1 agonist, D2 antagonist, TRHR agonist, RXFP1 antagonist, D2 ag, D1 antag, D1 PAM, TRHR PAM
> CCc1nc(SCC(=O)Nc2ccc(NC(C)=O)cc2)n[nH]1
  12, 3, nt, 0.5, nt, 1.0, -8, 2, 0
> O=[N+]([O-])c1cc(C(F)(F)F)ccc1NCCc1c[nH]c2ccc(O)cc12
  4, 3, 27, -0.1, -24, -0.2, -27, -4, 0
> CN=C(NC(=O)Nc1c(C)cccc1C)NC(=O)Nc1c(C)cccc1C
  -2, 1, -7, 0.0, -6, -0.7, -8, 0, -2
> Cc1cccc(NC(=O)C(=O)NCC2CCCO2)c1 (stereo not drawn)
  -4, 0, -9, 0.6, -6, -1.2, -2, -5, -5
> N#Cc1cccc(C(c2nnnn2CCc2ccccc2)N2CCN(C3CCCCC3)CC2)c1 (stereo not drawn)
  3, 8, 7, 3.8, -10, -0.8, -4, 0, -7
> CCc1ccc2c(c1)c(N=NC1=NC(=O)CS1)c(O)n2CC
  5, -1, 11, 0.7, -5, 0.6, -4, 1, -8
> COc1ccc(S(=O)(=O)NCC(=O)N(CC(=O)NCC2CCCO2)c2ccccc2C)cc1 (stereo not drawn)
  nt, -2, -1, 1.3, -4, 0.9, -2, -5, -2
> CCOc1ccc(/C=N/OCC(=O)NC(c2ccccc2)c2ccccc2)cc1
  5, 33*, -21, -0.5, 0, 1.4, 6, 3, 6
> CCOC(=O)C(=O)Nc1nnc(CCc2ccccc2)s1
  -15, -1, -10, -0.6, 2, -2.1, 7, -8, -2
> C=CCNC(=O)c1ccccc1NC(=O)c1cccc2ccccc12
  -4, -2, 24, 0.8, 2, 1.5, -1, -1, -4

# Other compounds:
# Order of values: D2 PAM, D1 agonist, D2 antagonist, TRHR agonist, RXFP1 antagonist, D2 ag, D1 antag, D1 PAM, TRHR PAM
> Cc1cc(C)n(-c2cc(Oc3ccccc3)ncn2)n1
  5, 3, -2, -0.8, -13, 0.0, 3, -3, 12
> Cc1ccc(OCCN2CCN(C(=O)CCC(=O)Nc3nnc(C)s3)CC2)cc1
  12, 2, 6, 1.5, -3, 4.2, 2, -4, 7
> CSCCNC(=O)c1ccc(OC2CCN(S(=O)(=O)N(C)C)CC2)cc1
  0, 1, 4, 0.6, 1, 1.2, 8, 0, 0
> COc1cc(OC)c(NC(=O)C(Cc2ccccc2)NS(=O)(=O)c2cccc3nsnc23)cc1Cl (stereo not drawn)
  4, 0, nt, 0.4, -10, -0.5, 4, 4, 7
> Cc1ccc(C(=O)C[n+]2ccccc2)cc1
  4, 4, -9, 0.1, 9, 0.9, -10, 1, 0
> COc1ccccc1OCC(=O)NNC(=O)c1ccoc1C
  -2, 4, -2, -0.1, -13, 0.0, 5, -5, 5
> N#Cc1ccccc1NC(=O)Nc1ccc(Cl)cc1
  -2, 3, -13, 1.2, -9, -0.8, -9, -9, -1
> O=C(Nc1cccc(F)c1)N1CCCC(CNS(=O)(=O)Cc2ccccc2)C1 (stereo not drawn)
  2, 0, 3, -0.7, -3, -1.4, -6, -4, -1
> Cc1ccc(OCC(=O)NNC(=O)c2ccc(NC(=O)C3CC3)cc2)c(C)c1
  5, 3, 5, -0.6, -22, -0.5, -1, 7, -3
> Cc1ccc2nc(NC(=O)Cn3nc(C)c([N+](=O)[O-])c3C)sc2c1
  nt, 4, nt, -0.5, 9, nt, -5, -1, 3

# Arranged by length of the SMILES (smallest number first): twelve of the compounds above
# Order of values: D2 PAM, D1 agonist, D2 antagonist, TRHR agonist, RXFP1 antagonist, D2 ag, D1 antag, D1 PAM, TRHR PAM
> Cc1ccc(C(=O)C[n+]2ccccc2)cc1
  4, 4, -9, 0.1, 9, 0.9, -10, 1, 0
> N#Cc1ccccc1NC(=O)Nc1ccc(Cl)cc1
  -2, 3, -13, 1.2, -9, -0.8, -9, -9, -1
> COc1ccccc1OCC(=O)NNC(=O)c1ccoc1C
  -2, 4, -2, -0.1, -13, 0.0, 5, -5, 5
> CCOC(=O)C(=O)Nc1nnc(CCc2ccccc2)s1
  -15, -1, -10, -0.6, 2, -2.1, 7, -8, -2
> C=CCNC(=O)c1ccccc1NC(=O)c1cccc2ccccc12
  -4, -2, 24, 0.8, 2, 1.5, -1, -1, -4
> CCc1ccc2c(c1)c(N=NC1=NC(=O)CS1)c(O)n2CC
  5, -1, 11, 0.7, -5, 0.6, -4, 1, -8
> CCOc1ccc(/C=N/OCC(=O)NC(c2ccccc2)c2ccccc2)cc1
  5, 33*, -21, -0.5, 0, 1.4, 6, 3, 6
> Cc1ccc(OCCN2CCN(C(=O)CCC(=O)Nc3nnc(C)s3)CC2)cc1
  12, 2, 6, 1.5, -3, 4.2, 2, -4, 7
> Cc1ccc2nc(NC(=O)Cn3nc(C)c([N+](=O)[O-])c3C)sc2c1
  nt, 4, nt, -0.5, 9, nt, -5, -1, 3
> Cc1ccc(OCC(=O)NNC(=O)c2ccc(NC(=O)C3CC3)cc2)c(C)c1
  5, 3, 5, -0.6, -22, -0.5, -1, 7, -3
> COc1ccc(S(=O)(=O)NCC(=O)N(CC(=O)NCC2CCCO2)c2ccccc2C)cc1 (stereo not drawn)
  nt, -2, -1, 1.3, -4, 0.9, -2, -5, -2
> COc1cc(OC)c(NC(=O)C(Cc2ccccc2)NS(=O)(=O)c2cccc3nsnc23)cc1Cl (stereo not drawn)
  4, 0, nt, 0.4, -10, -0.5, 4, 4, 7

# Additional records follow.
# Order of values: D2 PAM, D1 agonist, D2 antagonist, TRHR agonist, RXFP1 antagonist, D2 ag, D1 antag, D1 PAM, TRHR PAM
> Cc1nonc1-c1csc(N)n1
  1, 2, -11, 0.2, -12, 1.5, -1, -5, 5
> COC(=O)[C@@]12CCCCN1[C@H](c1ccc(-c3cccc(Cl)c3)cc1)[C@H]1C(=O)N(C)C(=O)[C@H]12
  10, 5, 1, 0.8, nt, 0.9, -10, 0, 0
> COC(=O)c1c(S(C)(=O)=O)nc(-c2ccccc2)[nH]c1=O
  -6, 1, 9, 0.4, 9, 0.9, -8, -5, -3
> CC(=O)NC(Cc1c[nH]c2ccccc12)C(=O)N/N=C/c1ccccc1 (stereo not drawn)
  0, -1, -12, -0.3, -6, 1.2, 7, -2, -7
> CCOCCCNc1ncc2c(n1)CC(c1ccc(C)cc1)CC2=O (stereo not drawn)
  3, 2, 15, -0.5, -4, 0.1, -4, 6, -5
> Nc1nc(SCC(=O)N2CCN(c3ccc(F)cc3)CC2)n[nH]1
  0, 2, -7, -0.1, 3, 0.0, -18, nt, 0
> Cc1cc(-c2nnc(SCC(=O)Nc3ccccc3F)n2N)n[nH]1
  4, 3, -19, -1.3, -4, 1.0, 6, -2, 3
> Cc1ccccc1CSCC(=O)NC1CCCC1
  -10, -3, -3, -0.3, 9, -1.0, -45*, -2, -4
